# PKM2 act = increases activity of human pyruvate kinase M2; P14618; purified PKM2, Kinase-Glo ATP luminescence, activation; response scale: 0% is enzyme alone, no compound; Potency, µM (doses to about 57.5 µM), inactives show at the top dose activation, usual class: activators; actives 0.34% (n = 260,000); further: potency means the concentration at half of the fitted maximal effect; on the % scale 0 is the no-effect control and ±100 the full control effect; nearly all actives have a fitted effect of over 55% in size
#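 ATP formation by purified human PK-M2, quantified via coupled luciferase luminescence after 1 h at room temperature with 0.1 mM ADP and 0.5 mM PEP final.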
# BCR signal inh = inhibitors of chronic active B-cell receptor signaling | ABC-DLBCL IkBa-CBG/CBR reporter, luminescence ratio, 4 h | Potency, µM (titrated, usually from 46.1 µM), inactives show at the top dose ratio change, negative = lower green/red ratio, hits mostly inhibitors | actives 0.05% (n = 340,000) | AID 493014; active means well fitted inhibition curve with a large enough effect in the signal ratio, with a control signal flat, not every such curve was filed as active; inconclusive means small, poorly fitted or top-dose-only effect, or effect the other way, or a change in a side signal; the % refers to the signal ratio;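 further: potency means the concentration at half of the fitted maximal effect; plate controls were basal doxycycline-induced cells for no effect and cells given 10 µM MG132 for full effect; MG132 reads +100%, hits lower the ratio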
#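 TMD8 human ABC-DLBCL cells with doxycycline-inducible IκBα–green luciferase fusion and unfused red luciferase, in 0.5% FBS medium; compounds up to 46 uM, 4 h at 37C. Green/red luminescence ratio, filter-overlap corrected, fitted to concentration-response curves.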
# Eya2 inh = inhibitors of human Eya2 phosphatase activity; actives 0.006% (n = 330,000); Potency, µM (titrated, usually from 76.9 µM), for inactives: at the highest dose activity, negative = inhibition, hits mostly inhibitors; AID 488837; recombinant Eya2, OMFP fluorescence dephosphorylation (OMFP is methylfluorescein phosphate); further: potency means the concentration at half of the fitted maximal effect; on the % scale 0 is the no-effect control and ±100 the full control effect
# Target sequence (O00167 whole entry, looked up): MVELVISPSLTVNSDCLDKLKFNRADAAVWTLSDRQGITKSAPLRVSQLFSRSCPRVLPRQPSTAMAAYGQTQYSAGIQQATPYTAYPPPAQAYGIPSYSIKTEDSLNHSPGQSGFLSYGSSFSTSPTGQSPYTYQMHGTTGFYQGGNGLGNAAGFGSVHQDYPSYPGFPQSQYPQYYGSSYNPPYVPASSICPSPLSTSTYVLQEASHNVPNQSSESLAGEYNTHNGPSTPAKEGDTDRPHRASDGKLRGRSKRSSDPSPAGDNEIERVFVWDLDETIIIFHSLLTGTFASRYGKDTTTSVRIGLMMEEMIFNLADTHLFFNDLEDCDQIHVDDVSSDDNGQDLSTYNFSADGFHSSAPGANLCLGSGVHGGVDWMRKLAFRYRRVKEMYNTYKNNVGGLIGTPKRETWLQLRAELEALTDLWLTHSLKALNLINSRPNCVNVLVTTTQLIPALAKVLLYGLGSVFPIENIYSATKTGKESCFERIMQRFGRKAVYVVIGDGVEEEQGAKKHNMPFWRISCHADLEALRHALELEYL
#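 Eya2 (0.2 uM) preincubated 10 min at ambient with compound, then OMFP substrate added at 50 uM; 10 min reaction in 50 mM HEPES pH 7.5, 50 mM NaCl, 5 uM MgCl2, 0.05% BSA, 1 mM DTT. Fluorescence read at Ex 485/Em 525 nm.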
# MBNL1-CUG inh = inhibitors of human MBNL1 binding to CUG repeat RNA; TR-FRET MBNL1-His/biotin-(CUG)12 binding, 665/545 ratio; Q9NR56; AID 2675; Potency, µM (titrated, usually from 57.5 µM), without a hit: at the highest dose activity change, negative = inhibition, actives largely listed as inhibitors; actives 0.036% (n = 280,000); active means well fitted inhibition curve with a large enough effect in the signal ratio, with a control signal flat, not every such curve was filed as active; inconclusive means small, poorly fitted or top-dose-only effect, or effect the other way, or a change in a side signal; inactive means no such curve, though single readings can be large or run the other way; the % refers to the signal ratio; further: potency means the concentration at half of the fitted maximal effect; on the % scale 0 is the no-effect control and ±100 the full control effect
#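 Ratiometric TR-FRET (665 over 545 nm, excitation 340 nm) tracks disruption of MBNL1-His/biotin-(CUG)12 complex after 60 min at room temperature, with compounds at 92 nM to 58 uM final.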
# TSHR antagonist = antagonists of human thyroid stimulating hormone receptor | P16473 | activity change, negative = inhibition, % at 11.5 µM | TSHR-expressing cells, TSH-stimulated cAMP HTRF, 2 h; hits give low values | actives 0.2% (n = 330,000);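 active means activity change below a set negative limit, meaning inhibition stronger than a set level, cut at about -70% in these data; inconclusive means activity change between two set negative limits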; further: on the % scale 0 is the no-effect control and ±100 the full control effect
#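 Cell-based HTRF cAMP assay; TSHR cells + compound, TSH EC80 (4nM final), 2 h, 37 deg C. Lysis with anti-cAMP cryptate and cAMP-d2, 30 min RT, read 665/620 nm.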
# hERG WT inh = blocks the wildtype human KCNH2 potassium channel. Q12809. activity change, % at 1.84 µM. U2OS, BacMam KCNH2, thallium flux FluxOr; hits give low values. actives 0.37% (n = 340,000);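 active means maximum activity change below -70%; inconclusive means maximum activity change between -70% and -50%; inactive means maximum activity change above -50%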; further: on the % scale 0 is the no-effect control and ±100 the full control effect
#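 U2OS cells transduced with wild-type KCNH2 virus are loaded with FluxOr dye for 45 min, and thallium flux is measured in kinetic reads before and after stimulation buffer. Rate constants are normalized to DMSO controls.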
# Menin-MLL TR inh = inhibitors of human menin-MLL interaction, mutant MLL peptide. actives 0.23% (n = 270,000). AID 1768. Menin + Texas Red MLL mutant peptide, fluorescence polarization. Potency, µM (series often up to 61.6 µM), inactives show at the top dose FP activity change, negative = inhibition, most hits filed as inhibitors. O00255; active means well fitted inhibition curve with a large enough effect in the polarisation, with a control signal flat, not every such curve was filed as active; inconclusive means small, poorly fitted or top-dose-only effect, or effect the other way, or a change in a side signal; inactive means no such curve, though single readings can be large or run the other way; the % refers to the polarisation; further: potency means the concentration at half of the fitted maximal effect; % of control where 0% means no effect; many of its hits are not listed in these tables
# Mito fusion yeast = inhibitors of mitochondrial division or activators of mitochondrial fusion | actives 0.23% (n = 320,000) | AID 485298 | S. cerevisiae fusion-defective mutant growth rescue, CellTiterGlo 48 h | Potency, µM (doses to about 46.1 µM), for inactives: at the highest dose growth rescue (activation), most hits filed as activators;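 further: potency means the concentration at half of the fitted maximal effect; % of control where 0% means no effect; nearly all actives have a fitted effect of over 45% in size; temperature-sensitive fusion mutants such as fzo1-1 at 37 °C on non-fermentable ethanol glycerol medium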
#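 Luminescent cell viability in 1536-well qHTS format served as the measure of rescued growth in ts fusion-mutant S. cerevisiae cultured on non-fermentable YPEG for 48 hours at 37C.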
# ASM inhibitor = human S-ASM enzyme inhibition; P17405; placental ASM, HMU-PC fluorogenic substrate, 60 min; Potency, µM (doses to about 57.5 µM), inactives show at the highest dose activity change, negative = inhibition, usual class: inhibitors; actives 0.006% (n = 340,000); further: potency means the concentration at half of the fitted maximal effect
#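 qHTS format. ASM enzyme prepared from human placenta hydrolyses the fluorogenic substrate HMU-PC0 (9 uM final) over 60 min at 37 °C after a 10 min compound preincubation.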
# GALK inh = blocks human galactokinase activity. Potency, µM (titrated, usually from 57.5 µM), for the others: at the highest dose activity change, negative = inhibition, usual class: inhibitors. actives 0.007% (n = 270,000). P51570. AID 1868. Purified GALK, Kinase-Glo residual ATP luminescence; further: potency means the concentration at half of the fitted maximal effect; on the % scale 0 is the no-effect control and ±100 the full control effect
# Target sequence (P51570 whole entry, looked up): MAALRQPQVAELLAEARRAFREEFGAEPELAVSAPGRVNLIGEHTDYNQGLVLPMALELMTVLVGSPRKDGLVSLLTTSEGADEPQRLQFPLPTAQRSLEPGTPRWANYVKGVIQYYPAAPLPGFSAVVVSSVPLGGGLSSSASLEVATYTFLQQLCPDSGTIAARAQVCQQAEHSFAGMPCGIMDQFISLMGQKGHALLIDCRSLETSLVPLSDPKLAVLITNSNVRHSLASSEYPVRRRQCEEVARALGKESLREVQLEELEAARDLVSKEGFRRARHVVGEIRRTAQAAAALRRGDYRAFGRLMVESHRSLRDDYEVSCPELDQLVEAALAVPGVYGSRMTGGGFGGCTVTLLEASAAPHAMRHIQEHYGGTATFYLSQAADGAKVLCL
#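 The enzyme phosphorylates galactose (100 uM) using ATP (35 uM); inhibition is detected as higher residual ATP, quantified by bioluminescence after 1 h reaction at room temperature, pH 8.0.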
# USP2a block = blocks human ubiquitin-specific protease USP2a. actives 0.01% (n = 330,000). AID 463254. Potency, µM (top dose mostly 38.3 µM), inactives show at the top dose activity change, negative = inhibition, usual class: inhibitors. O75604. USP2 core, Ub-CHOP2 coupled fluorogenic reporter, 485/531;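 further: potency means the concentration at half of the fitted maximal effect; plate controls were DMSO wells for no effect and full inhibition by NEM control for full effect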
#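 Deubiquitinase activity read as fluorescence (485/531 nm) after Ub-CHOP2 cleavage activates the enterokinase reporter on its substrate; USP2 core 10nM, Ub-CHOP2 and substrate 25nM each, 30min compound preincubation then 60min RT; data normalized to NEM, curves fitted.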
# The depositor's hits bear a star; i = inactive; ? = inconclusive; . = no result given; [ ] = remark or other dose. Unless noted, the call rests on the fitted dose curve; in most records, active means well fitted curve in the direction sought with a large enough effect; inconclusive means small, poorly fitted or top-dose-only effect, or another doubt; inactive means no such curve, though single readings can be large; an effect the other way counts as inactive or inconclusive. Some of the compounds tested (hit frequency here may not be typical).
no.	smiles	PKM2 act	BCR signal inh	Eya2 inh	MBNL1-CUG inh	TSHR antagonist	hERG WT inh	Menin-MLL TR inh	Mito fusion yeast	ASM inhibitor	GALK inh	USP2a block
1	CC(=O)Nc1cc(C(=O)O)ccc1S(=O)(=O)c1ccc(C)cc1	-5%	0%	10%	-6%	-1	-4	4%	-2%	7%	0%	2%
2	COc1cc2cc(CCOC(=O)c3ccc(F)cc3)oc(=O)c2cc1OC	.	-4%	2%	.	-2	0	.	18%	0%	.	0%
3	CC(C)NC(=O)CC(=O)N/N=C/c1ccc(Br)cc1	9%	4%	3%	-5%	-7	-22	?	0%	-2%	-1%	1%
4	CC(=C1C(=O)c2ccccc2C1=O)N1CCC(C(N)=O)(N2CCCCC2)CC1	0%	?	2%	18%	0	-32	1%	0%	-3%	-1%	2%
5	Cc1c2c(nc3c(C(=O)NC4CCCC4)cnn13)CCCC2	3%	-2%	13%	3%	-22	-6	-17%	1%	-1%	-2%	-1%
6	CN1CCC(N(C)CC(=O)Nc2ccccc2N2CCOCC2)CC1	-5%	4%	-3%	-1%	-12	-2	-9%	-2%	4%	-1%	0%
7	Cc1nnc(C)c2c(C)n(-c3ccccc3)c(C)c12	.	-1%	15%	6%	-3	-6	?	0%	18%	-2%	-1%
8	CCOC(=O)C(/C=C(\C#N)C(=O)OCC)=C(/N)N1CCN(c2ccc(OC)cc2)CC1	-1%	.	.	-10%	.	3	-17%	-6%	-5%	-1%	.
9	CN(C)S(=O)(=O)c1ccc(C(=O)Nc2ccc(CN3CCCC3)cc2)cc1	-12%	9%	-6%	0%	17	9	-11%	1%	5%	4%	1%
10	CN(C)S(=O)(=O)n1cc(/C=C(\NC(=O)c2ccccc2F)C(=O)N2CCCC2)c2ccccc21	.	4%	1%	-5%	12	10	0%	8%	1%	-3%	3%
11	Oc1cccc(/C=N/N2CCN(c3ccccn3)CC2)c1	-8%	?	-7%	-1%	5	-1	.	3%	-3%	3%	2%
12	C=CCn1c(SCC(=O)Nc2ccccc2C)nc2sc(C)c(C)c2c1=O	-22%	-1%	6%	13%	5	42	-2%	8%	-5%	0%	1%
13	CCOc1ccccc1NC(=O)COC(=O)C1CC1	1%	3%	3%	-7%	4	9	10%	-1%	2%	1%	3%
14	O=C(COC(=O)CCCN1C(=O)c2cccc3cccc(c23)C1=O)Nc1cccc(C(F)(F)F)c1	-2%	18%	-1%	?	6	9	16%	-7%	-17%	2%	0%
15	COC(=O)c1sc(NC(=O)c2ccc(Cn3cc(Cl)cn3)o2)c(C#N)c1C	2%	3%	12%	7%	-12	-2	?	?	0%	3%	0%
16	CC(C)Nc1ccccc1	.	-1%	6%	.	-7	1	.	-5%	0%	.	-2%
17	CCc1cccc2c(C(=O)CSc3nnc(-c4ccncc4)n3C)c[nH]c12	-1%	0%	-7%	55%[activator]	7	i	0%	-2%	4%	.	-1%
18	O=C(CSc1nnnn1-c1ccc2c(c1)OCCO2)Nc1nc2c(s1)CCCC2	1%	0%	1%	-9%	-10	-7	-15%	5%	-6%	4%	4%
19	CN1C(=O)C2(N=c3ccccc3=N2)c2ccccc21	-1%	12%	-5%	-12%	6	-5	-10%	4%	-5%	5%	1%
20	CCOC(=O)c1[nH]c(C)c(/C(O)=C2\C(=O)C(=O)N(CCCN3CCOCC3)C2c2cccnc2)c1C (stereo not drawn)	1%	-8%	-14%	-6%	-8	4	-1%	-1%	0%	0%	3%
21	O=C(NCCSCc1ccco1)Nc1ccc(Cl)cc1	0%	.	.	-9%	.	1	-16%	-8%	-1%	2%	.
22	O=C(COC(=O)CSCc1ccccc1)NCc1ccccc1	-2%	0%	7%	-8%	-3	-2	-7%	-1%	3%	-2%	2%
23	Cc1cc(C(=O)CN2C(=O)NC3(CCCc4ccccc43)C2=O)c(C)n1Cc1ccccc1 (stereo not drawn)	-4%	-12%	-3%	16%	1	-3	-3%	1%	-6%	2%	-9%
24	COc1ccc(C(=O)C2CCCN(C(=O)c3c4c(nn3C)CCCC4)C2)cc1F (stereo not drawn)	-2%	0%	4%	5%	-4	1	10%	2%	6%	-3%	0%
25	CCC(C)n1[nH]c(=O)c2c(C)cc(C)nc21 (stereo not drawn)	8%	?	5%	-15%	6	2	-12%	-1%	1%	0%	2%
26	Cc1c(-n2cc(C(=O)c3cc(Br)ccc3O)cc(C#N)c2=O)c(=O)n(-c2ccccc2)n1C	1%	?	-10%	11%	-9	-5	12%	3%	-1%	0%	6%
27	CSc1nc2ccccc2c(=O)n1C1CCOC(C)(C)C1 (stereo not drawn)	8%	-13%	11%	.	-2	2	?	20%	3%	1%	3%
28	Nc1nc(-c2ccco2)nn1C(=O)CCc1ccccc1	6%	1%	-15%	4%	-7	3	14%	-4%	-6%	-2%	-1%
29	CCOc1ccc(NC(=O)C2CCN(S(C)(=O)=O)CC2)cc1	-11%	1%	-1%	8%	-4	8	3%	0%	2%	3%	0%
30	O=C1C(Cl)=C(N2CCOCC2)C(=O)N1c1cccc(Cl)c1	14µM*	?	-6%	18%	-2	-1	5%	-5%	-3%	5%	-1%
31	CCOc1ccc(C2CC(c3ccccc3C)n3nc(N)nc3N2)cc1 (stereo not drawn)	-1%	1%	-18%	-11%	17	20	-11%	-2%	1%	0%	-1%
32	COc1ccccc1N1CCN(C2=NS(=O)(=O)c3ccccc32)CC1	-10%	6%	14%	5%	-1	10	-6%	-5%	-2%	1%	2%
33	CN(Cc1ccco1)S(=O)(=O)c1ccc(CN2C(=O)c3cccnc3C2=O)s1	0%	-6%	6%	?	14	-1	-8%	-5%	0%	5%	0%
34	C/C(Cl)=C\Cn1c(Nc2cccc(C)c2)nc2c1c(=O)n(C)c(=O)n2C	-8%	9%	-8%	2%	4	-12	8%	-5%	-16%	0%	0%
35	CCC(C)NC(=O)c1ccccc1NC(=O)c1ccc(CSc2ccccc2)cc1 (stereo not drawn)	5%	?	6%	-6%	-2	-6	22%	4%	-14%	0%	0%
36	CC(C)C(c1nnnn1C(C)(C)C)N1CCN(c2cccc(Cl)c2)CC1 (stereo not drawn)	-2%	8%	10%	14%	-48	-3	-3%	?	-1%	9%	-1%
37	COc1cccc(NC2c3ccccc3C(=O)N2Cc2ccco2)c1 (stereo not drawn)	3%	-11%	14%	-10%	-12	-7	1%	-2%	-4%	2%	3%
38	COC(=O)c1ccccc1NC(=O)C1CCCN(S(=O)(=O)c2ccc(F)cc2)C1 (stereo not drawn)	-22%	?	-7%	-1%	-23	8	-7%	5%	-1%	2%	-1%
39	c1ccc(Sc2ncnc3ccccc23)cc1	-5%	?	?	-1%	-7	3	.	-20%	9%	-2%	1%
40	CCOC(=O)NC(=S)Nc1ccc(C(C)(C)C)cc1Br	1%	10%	-21%	0%	-11	-2	.	-4%	-4%	-3%	4%
41	O=c1[nH]c(/C=C\c2ccccc2F)nc(O)c1[N+](=O)[O-]	-3%	-1%	1%	6%	-10	6	45%[activator]	-1%	-16%	-6%	-1%
42	O=C1C(=C2SCCCS2)CC/C1=C\c1ccc(F)cc1	-26%	?	0%	3%	6	-8	?	3%	-4%	5%	1%
43	NS(=O)(=O)c1ccc(NC(=O)COC(=O)/C(=C/c2cccs2)c2cccs2)cc1	2%	-18%	6%	13%	-4	-1	?	11%	-19%	0%	-5%
44	CC1(C)C(=O)CC[C@@]2(C)[C@H]1CC[C@@]1(C)CC3=C(CC[C@@H]12)[C@@]1(C)CCC(=O)C(C)(C)[C@@H]1CC3	.	?	6%	.	-11	.	.	5%	.	.	0%

# High-throughput results from PubChem BioAssay.
